Bioassay records as filed in PubChem BioAssay.
APJ antagonist: blocks the human apelin receptor APJ | AID 2521 | CHO-K1 APJ beta-arrestin complementation, luminescence | inhibition, % at 20 µM | P35414 | 0.32% of 330,000 active;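 active means inhibition above about 40% at 20 µM, limit read from the data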;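 further: cells challenged with 10 nM apelin-13 agonist together with compound; plate controls were apelin-13 plus DMSO wells for no effect and DMSO wells lacking apelin-13 for full effect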
CXCR6 block: blocks human CXCR6 beta-arrestin recruitment. CHO-K1 PathHunter CXCR6 beta-arrestin, luminescence. inhibition, % at 20 µM. 0.36% of 360,000 active. AID 602244; in the data active means inhibition above about 34%, passing the limit was not always enough;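 further: antagonist mode with CXCL16 agonist at 10 nM final; 0% = 10 nM CXCL16 with DMSO and 100% = unstimulated wells without agonist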
EBI2 antag: blocks human EBI2 receptor beta-arrestin signaling | inhibition, % at 5 µM | P32249 | EBI2 beta-arrestin recruitment, luminescence, 7a,25-OHC stimulated | 0.81% of 360,000 active; in the data active means inhibition above about 38%;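 further: enzyme fragment complementation signal reports receptor beta-arrestin coupling in cells; 0% = agonist plus DMSO wells and 100% = wells without agonist; some results beyond the cut were filed as inactive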
Target sequence (P32249 whole entry, looked up, the tested form may be a part): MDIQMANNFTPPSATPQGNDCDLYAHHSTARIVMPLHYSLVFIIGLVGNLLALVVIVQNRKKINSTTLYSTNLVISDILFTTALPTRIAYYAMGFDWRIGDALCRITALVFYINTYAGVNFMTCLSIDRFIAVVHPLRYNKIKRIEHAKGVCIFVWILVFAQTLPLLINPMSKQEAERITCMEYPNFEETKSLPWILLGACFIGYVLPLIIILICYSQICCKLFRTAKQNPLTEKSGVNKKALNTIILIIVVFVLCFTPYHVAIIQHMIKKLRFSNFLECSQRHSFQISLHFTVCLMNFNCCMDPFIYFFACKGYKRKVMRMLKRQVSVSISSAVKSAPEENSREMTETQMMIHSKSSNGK
697 NFkB inh: lowers PMA/ionomycin-induced NF-kB signal in 697 B cells | 697 B-cell NF-kB luciferase reporter, 16 h | inhibition, % at 4 µM | 0.33% of 330,000 active; in the data active means inhibition above about 35%
Gli-Sufu antag: blocks Gli-Sufu signaling in a luciferase reporter; inhibition, % at 5 µM; AID 588413; 0.74% of 340,000 active; Sufu-KO-LIGHT fibroblasts, Gli luciferase reporter luminescence;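 active means inhibition above about 55%, limit read from the data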;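 further: 0% = DMSO-treated cells and 100% = wells with medium but no cells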
UBC13 polyUb: inhibitors of human UBC13 polyubiquitin chain formation; 0.47% of 330,000 active; P61088; AID 485273; TR-FRET; inhibition, % at 20 µM; in the data active means inhibition above about 45%, passing the limit was not always enough
Target sequence (P61088 whole entry, looked up): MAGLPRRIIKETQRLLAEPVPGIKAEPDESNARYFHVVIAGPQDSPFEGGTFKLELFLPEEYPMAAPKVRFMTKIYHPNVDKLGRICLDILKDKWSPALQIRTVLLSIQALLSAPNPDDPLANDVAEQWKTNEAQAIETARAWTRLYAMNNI
Jurkat NFkB inh: lowers PMA/ionomycin-induced NF-kB signal in Jurkat cells; PMA/ionomycin-induced NF-kB luciferase reporter, luminescence; inhibition, % at 4 µM; 0.53% of 330,000 active; AID 435003; in the data active means inhibition above about 50%
CCR6 antag: CCR6 (human) receptor antagonism | inhibition, % at 20 µM | 0.49% of 340,000 active | P51684 | CHO-K1 CCR6 PathHunter beta-arrestin, luminescence, CCL20-stimulated;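 active means compounds whose inhibition of the agonist-driven luminescence signal at 20 µM reaches about 50%, limit read from the data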;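 further: cells stimulated with CCL20 at 14 nM final; plate controls were DMSO with CCL20 for no effect and DMSO without agonist for full effect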
Target sequence (P51684 whole entry, looked up): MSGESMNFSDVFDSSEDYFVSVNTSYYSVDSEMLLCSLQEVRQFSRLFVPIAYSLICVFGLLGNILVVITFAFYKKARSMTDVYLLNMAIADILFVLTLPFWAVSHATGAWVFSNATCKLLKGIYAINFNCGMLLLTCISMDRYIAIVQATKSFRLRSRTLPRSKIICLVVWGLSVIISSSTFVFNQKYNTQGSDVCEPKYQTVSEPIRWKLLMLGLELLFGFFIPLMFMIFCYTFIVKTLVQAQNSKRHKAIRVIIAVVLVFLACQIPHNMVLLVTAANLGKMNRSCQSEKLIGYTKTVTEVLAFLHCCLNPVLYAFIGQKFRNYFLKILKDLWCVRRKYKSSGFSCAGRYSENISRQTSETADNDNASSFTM
Numbers without * were called inactive. Compounds were not picked by outcome. About 3% of those tested had a hit in this group.

COc1ccccc1OCc1ccc(C(=O)c2ccccc2)cc1 was read as APJ antagonist -4, CXCR6 block -6, EBI2 antag 4, 697 NFkB inh -13, Gli-Sufu antag -15, UBC13 polyUb 10, Jurkat NFkB inh -11 and CCR6 antag 19.
`O=C(CN1C(=O)NC2(CCc3ccccc32)C1=O)NCc1ccccc1Cl` (stereo unspecified) gave APJ antagonist -6, CXCR6 block 6, EBI2 antag -1, 697 NFkB inh 12, Gli-Sufu antag -22, UBC13 polyUb 1, Jurkat NFkB inh 4 and CCR6 antag 10.
`OCCN(Cc1ccccc1)CC1CCCCC1` gave APJ antagonist 0, CXCR6 block -4, EBI2 antag -4, 697 NFkB inh 21, Gli-Sufu antag -8, UBC13 polyUb 9, Jurkat NFkB inh 2 and CCR6 antag -3.
`Nc1c(C(=O)CSc2n[nH]c(-c3ccccc3)n2)c(=O)[nH]c(=O)n1C1CC1` gave APJ antagonist 20, CXCR6 block -2, EBI2 antag 5, 697 NFkB inh 17, Gli-Sufu antag -14, UBC13 polyUb 4, Jurkat NFkB inh 22 and CCR6 antag 5.
`CC(=O)c1c(-c2ccccc2)c2cc([N+](=O)[O-])ccc2[nH]c1=O` gave APJ antagonist -26, CXCR6 block -16, EBI2 antag -4, 697 NFkB inh -13, Gli-Sufu antag 36, UBC13 polyUb -12, Jurkat NFkB inh 16 and CCR6 antag -19.
`CC(OC(=O)c1ccccn1)C(=O)Nc1nc(-c2ccc(F)c(F)c2)cs1` (stereo unspecified) gave APJ antagonist -3, CXCR6 block 1, EBI2 antag -2, 697 NFkB inh -44, Gli-Sufu antag -51, UBC13 polyUb 5, Jurkat NFkB inh -60 and CCR6 antag 9.
`COc1c(F)c(F)c(C(=O)O)c(Nc2ccc(C)cc2)c1F` gave APJ antagonist 16, CXCR6 block 15, EBI2 antag 5, 697 NFkB inh 16, Gli-Sufu antag 3, UBC13 polyUb 2, Jurkat NFkB inh 4 and CCR6 antag 8.
For O=C(N/N=C/c1ccc2c(c1)OCO2)C1CC1 the results were APJ antagonist -4, CXCR6 block 1, EBI2 antag 0, 697 NFkB inh -36, Gli-Sufu antag -64, UBC13 polyUb -7, Jurkat NFkB inh -28 and CCR6 antag 7.
CC(=O)c1ccc(NC(=O)C(C)OC(=O)CCCN=C2NS(=O)(=O)c3ccccc32)cc1 (stereo unspecified) was read as APJ antagonist 11, CXCR6 block -10, EBI2 antag -10, 697 NFkB inh -3, Gli-Sufu antag -1, UBC13 polyUb -3, Jurkat NFkB inh -14 and CCR6 antag 5.
`COc1cccc(/C=C(/C(=O)OCC(=O)NC2CCCC(C)C2C)c2ccccc2)c1` (stereo unspecified) gave CXCR6 block 0, EBI2 antag 18, Gli-Sufu antag 6 and CCR6 antag 8.
Screening Cc1cccc2cc(COC(=O)C(C)C)c(=O)[nH]c12 returned APJ antagonist -15, CXCR6 block 1, EBI2 antag 2, 697 NFkB inh 12, Gli-Sufu antag 6, UBC13 polyUb -1, Jurkat NFkB inh 0 and CCR6 antag -13.
`O=C(NN=C1CCCCCC1)c1ccncc1` gave APJ antagonist -6, CXCR6 block -5, EBI2 antag -4, 697 NFkB inh 20, Gli-Sufu antag 0, UBC13 polyUb 11, Jurkat NFkB inh 6 and CCR6 antag 2.
`O=C1NCCCN1Cc1ccc(F)cc1` gave APJ antagonist -12, CXCR6 block 1, EBI2 antag -1, 697 NFkB inh 10, Gli-Sufu antag 5, UBC13 polyUb -6, Jurkat NFkB inh 5 and CCR6 antag -24.
`CCCCc1nc(NCCN2CCOCC2)c(C#N)c2c1COC(C)(C)C2` gave APJ antagonist -3, CXCR6 block -4, EBI2 antag -5, 697 NFkB inh 4, Gli-Sufu antag 15, UBC13 polyUb 6, Jurkat NFkB inh -16 and CCR6 antag 6.
CCN(CC)CCCNC(=O)Cn1nc([N+](=O)[O-])c(Cl)c1C was read as APJ antagonist 8, CXCR6 block -15, EBI2 antag -4, 697 NFkB inh 8, Gli-Sufu antag -3, UBC13 polyUb 4, Jurkat NFkB inh 7 and CCR6 antag 5.
Screening Cc1ccc(CN2C(=O)N/C(=C\c3ccc(N4CCOCC4)cc3)C2=O)cc1 returned APJ antagonist -22, CXCR6 block -7, EBI2 antag -2, 697 NFkB inh -20, Gli-Sufu antag 3, UBC13 polyUb -4, Jurkat NFkB inh 12 and CCR6 antag 4.
CC(Sc1nnc(-c2ccc(OC(F)F)cc2)n1N)C(=O)NCC1CCCO1 (stereo unspecified) was read as APJ antagonist 8, CXCR6 block 2, EBI2 antag -1, 697 NFkB inh 7, Gli-Sufu antag -7, UBC13 polyUb 1, Jurkat NFkB inh 8 and CCR6 antag -9.
COc1cc(NC(=S)N2CCN(C(=O)C3CCCO3)CC2)c(OC)cc1Cl (stereo unspecified) was read as APJ antagonist -13, CXCR6 block -4, EBI2 antag -12, 697 NFkB inh 13, Gli-Sufu antag -2, UBC13 polyUb -2, Jurkat NFkB inh 6 and CCR6 antag 0.
Screening COc1ccc(NC(=O)c2oc3ccc(S(=O)(=O)N4CCOCC4)cc3c2C)cc1 returned APJ antagonist -5, CXCR6 block -1, EBI2 antag -9, 697 NFkB inh 10, Gli-Sufu antag 6, UBC13 polyUb 10, Jurkat NFkB inh 0 and CCR6 antag 8.
`COc1ccc2[nH]c3c4c(ccc3c2c1)C(=O)C=CC4=O` gave APJ antagonist 21, CXCR6 block 30, EBI2 antag 35, 697 NFkB inh -71, Gli-Sufu antag 37, UBC13 polyUb -67, Jurkat NFkB inh 45 and CCR6 antag 61*.

A section from further up:
`COc1c(F)c(F)c(C(=O)O)c(Nc2ccc(C)cc2)c1F` gave APJ antagonist 16, CXCR6 block 15, EBI2 antag 5, 697 NFkB inh 16, Gli-Sufu antag 3, UBC13 polyUb 2, Jurkat NFkB inh 4 and CCR6 antag 8.
For O=C(N/N=C/c1ccc2c(c1)OCO2)C1CC1 the results were APJ antagonist -4, CXCR6 block 1, EBI2 antag 0, 697 NFkB inh -36, Gli-Sufu antag -64, UBC13 polyUb -7, Jurkat NFkB inh -28 and CCR6 antag 7.
CC(=O)c1ccc(NC(=O)C(C)OC(=O)CCCN=C2NS(=O)(=O)c3ccccc32)cc1 (stereo unspecified) was read as APJ antagonist 11, CXCR6 block -10, EBI2 antag -10, 697 NFkB inh -3, Gli-Sufu antag -1, UBC13 polyUb -3, Jurkat NFkB inh -14 and CCR6 antag 5.
`COc1cccc(/C=C(/C(=O)OCC(=O)NC2CCCC(C)C2C)c2ccccc2)c1` (stereo unspecified) gave CXCR6 block 0, EBI2 antag 18, Gli-Sufu antag 6 and CCR6 antag 8.
Screening Cc1cccc2cc(COC(=O)C(C)C)c(=O)[nH]c12 returned APJ antagonist -15, CXCR6 block 1, EBI2 antag 2, 697 NFkB inh 12, Gli-Sufu antag 6, UBC13 polyUb -1, Jurkat NFkB inh 0 and CCR6 antag -13.
`O=C(NN=C1CCCCCC1)c1ccncc1` gave APJ antagonist -6, CXCR6 block -5, EBI2 antag -4, 697 NFkB inh 20, Gli-Sufu antag 0, UBC13 polyUb 11, Jurkat NFkB inh 6 and CCR6 antag 2.

Next part
`CCOC(=O)c1cccc(NC(=O)Cn2c(CC(=O)N3CCCC3)nc3ccccc32)c1` gave APJ antagonist 0, 697 NFkB inh -11, UBC13 polyUb -5 and Jurkat NFkB inh 3.
For O=C(O)COc1ccc(NC(=O)c2ccco2)cc1 the results were APJ antagonist 16, CXCR6 block 3, EBI2 antag -10, 697 NFkB inh -29, Gli-Sufu antag -2, UBC13 polyUb -2, Jurkat NFkB inh -12 and CCR6 antag -2.
`CCOC(=O)C1C(c2ccccc2Cl)NC(=O)N(C)C1(O)C(F)(F)F` (stereo unspecified) gave APJ antagonist 2, CXCR6 block 0, EBI2 antag -6, 697 NFkB inh -4, Gli-Sufu antag -5, UBC13 polyUb -3, Jurkat NFkB inh 4 and CCR6 antag 8.
For O=C(c1cccnc1)N1CCN(S(=O)(=O)c2ccc(Cl)cc2)CC1 the results were APJ antagonist 3, CXCR6 block -7, EBI2 antag -15, 697 NFkB inh 13, Gli-Sufu antag -1, UBC13 polyUb -12, Jurkat NFkB inh -1 and CCR6 antag -5.
For COc1cccc(NC(=O)COC(=O)c2c(F)cccc2Cl)c1 the results were APJ antagonist 6, CXCR6 block -1, EBI2 antag -1, 697 NFkB inh 0, Gli-Sufu antag -10, UBC13 polyUb -2, Jurkat NFkB inh -31 and CCR6 antag 12.
CCOC(=O)c1cnc2cc(-c3ccc(C)cc3)nn2c1-c1ccccc1 was read as APJ antagonist -14, CXCR6 block 7, EBI2 antag 38, 697 NFkB inh 11, Gli-Sufu antag 7, UBC13 polyUb 7, Jurkat NFkB inh 13 and CCR6 antag 9.
Screening O=C1CC[C@@H](C(=O)N2CSC[C@H]2C(=O)O)N1 returned APJ antagonist 10, CXCR6 block 4, EBI2 antag -1, 697 NFkB inh 16, Gli-Sufu antag -3, UBC13 polyUb -6, Jurkat NFkB inh 7 and CCR6 antag 11.
`Cc1ccc(-n2cccn2)c(CN2CCC(CO)(CCc3ccccc3)CC2)c1` gave CXCR6 block 5, EBI2 antag 21, Gli-Sufu antag 13 and CCR6 antag 9.
Cc1ccc(CNS(=O)(=O)NCc2ccc(Cl)cc2)cc1 was read as APJ antagonist 16, CXCR6 block 1, EBI2 antag -1, 697 NFkB inh 10, Gli-Sufu antag -7, UBC13 polyUb 2, Jurkat NFkB inh 6 and CCR6 antag -8.
Cc1ccc(C(=O)OCC(=O)Nc2ccccc2)cc1S(=O)(=O)N1CCCCC1 was read as APJ antagonist 1, CXCR6 block 7, EBI2 antag -5, 697 NFkB inh 20, Gli-Sufu antag -1, UBC13 polyUb 3, Jurkat NFkB inh 12 and CCR6 antag 13.
`Cc1nc2sc3c(c2c(=O)n1/N=C/c1cccnc1)CCCC3` gave APJ antagonist 4, CXCR6 block -5, EBI2 antag 22, 697 NFkB inh 17, Gli-Sufu antag 24, UBC13 polyUb 7, Jurkat NFkB inh -1 and CCR6 antag 5.
For COc1ccc(C(N)=O)cc1N the results were APJ antagonist 14, CXCR6 block -2, EBI2 antag -13, 697 NFkB inh 4, Gli-Sufu antag 7, UBC13 polyUb 2, Jurkat NFkB inh 18 and CCR6 antag -16.
Screening Cc1nc(/C=C/c2ccccc2)cc(/C=C/c2ccccc2)n1 returned APJ antagonist 16, CXCR6 block 0, EBI2 antag 33, 697 NFkB inh -138, Gli-Sufu antag -27, UBC13 polyUb -7, Jurkat NFkB inh -149 and CCR6 antag -10.
CC(=O)Nc1ccc(CCc2nc3ccccc3[nH]2)cc1 was read as APJ antagonist 6, CXCR6 block -4, EBI2 antag -6, 697 NFkB inh -12, Gli-Sufu antag -10, UBC13 polyUb -6, Jurkat NFkB inh -15 and CCR6 antag 11.
For COc1cc(OC)cc(C(=O)Nc2ccccc2C(=O)NC2CC2)c1 the results were APJ antagonist -11, CXCR6 block 13, EBI2 antag 0, 697 NFkB inh 11, Gli-Sufu antag -5, UBC13 polyUb -1, Jurkat NFkB inh 10 and CCR6 antag -3.
Clc1ccc2[nH]cc(-c3nnnn3-c3ccccc3)c2c1 was read as APJ antagonist 0, CXCR6 block -13, EBI2 antag 20, 697 NFkB inh -11, Gli-Sufu antag 3, UBC13 polyUb 6, Jurkat NFkB inh 30 and CCR6 antag 2.
Screening COC(C/C=C/C(=O)COCc1ccccc1)OC returned APJ antagonist -61, CXCR6 block -8, EBI2 antag 4, 697 NFkB inh 17, Gli-Sufu antag 2, UBC13 polyUb -8, Jurkat NFkB inh -5 and CCR6 antag 4.
O=c1[nH]c2c(s1)C(c1cccnc1)C1C3CCC(C3)C1S2 (stereo unspecified) was read as APJ antagonist -3, CXCR6 block -10, EBI2 antag 5, 697 NFkB inh -5, Gli-Sufu antag 1, UBC13 polyUb -1, Jurkat NFkB inh -2 and CCR6 antag -1.
`CC1(C)CC(NC2C3CC4CC(C3)CC2C4)CC(C)(C)N1` (stereo unspecified) gave APJ antagonist -2, CXCR6 block 8, EBI2 antag -14, 697 NFkB inh -2, Gli-Sufu antag 13, UBC13 polyUb -1, Jurkat NFkB inh -13 and CCR6 antag 1.
